High-throughput results deposited in PubChem BioAssay by several laboratories.
PvdQ inh – P. aeruginosa PvdQ acylase inhibition; purified PvdQ acylase, fluorescence plate reader; inhibition, % at 10 µM; 340,000 tested, 0.063% active; in the data active = inhibition above about 30%, passing the limit was not always enough;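 also: 0% = vehicle neutral wells and 100% = reference inhibitor wells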
RTF Ca sens inh – cardiac RTF calcium desensitization | inhibition, % at 7.15 µM | AID 493244 | IANBD-labeled cardiac RTF, Ca2+ fluorescence | P19429+P45379 | 340,000 tested, 0.12% active;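 active = inhibition above the mean inhibition of all tested compounds plus 3 SD, cut at about 17% in these data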;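 also: assay run at fixed EC70 calcium of 1.6 mM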
cardiac RTF act – cardiac RTF calcium sensitization | P19429+P45379 | IANBD-labeled TnC RTF fluorescence at EC20 calcium; 0% EC20 calcium, 100% full calcium | activation, % at 7.2 µM | 340,000 tested, 0.24% active;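 active = activation above the mean over all tested compounds plus 3 SD, cut at about 30% in these data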;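 also: rise in fluorescence read as greater calcium sensitivity of cardiac thin filaments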
Keap1-Nrf2 PPI – Keap1-Nrf2 (human) interaction inhibition | Q14145 | Keap1 Kelch-Nrf2 peptide fluorescence polarization, 1536-well | inhibition, % at 9.4 µM | 340,000 tested, 0.15% active; in the data active = inhibition above about 12%;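 also: human Keap1 Kelch domain with fluorescein labeled Nrf2 9mer peptide probe; 0% = neutral control wells and 100% = peptide positive control; higher means more block of Keap1 binding to Nrf2 peptide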
PfHsp90 set2 – growth inhibition of yeast expressing Plasmodium Hsp90; S. cerevisiae expressing PfHsp90, BacTiter-Glo ATP, 48 h; yeast lacking PDR1 and PDR3 efflux regulators; inhibition, % at 9.4 µM; 310,000 tested, 0.32% active;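 active = every replicate shows inhibition above about 80%, whatever the replicate mean, limit read from the data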;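 also: 0% = DMSO neutral controls and 100% = 20 µM radicicol positive controls; yeast relying on Plasmodium falciparum Hsp90 in place of its own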
C-LANA FP – inhibitors of KSHV LANA C-terminal domain DNA binding | 340,000 tested, 0.078% active | inhibition, % at 9 µM | AID 504423 | MBP-C-LANA/FAM-LBS DNA binding, fluorescence polarization;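 active = highest replicate inhibition at or above 60% at 9 µM, even if other replicates fall short; inactive = all replicates below 60% inhibition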;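 also: 0% = neutral control wells and 100% = 4 µM acridine orange control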
NSD2 HMT inh – blocks human histone methyltransferase NSD2; O96028; NSD2 peptide methylation, AlphaScreen, 120 min; inhibition, % at 12.5 µM; 310,000 tested, 0.54% active; in the data active = inhibition above about 50%
SUMO Mot1 rescue – inhibitors of SUMOylation pathway: yeast Mot1-301 growth rescue. 320,000 tested, 1% active. growth rescue, % at 18.8 µM. S. cerevisiae Mot1-301 growth rescue, ATP luminescence, 38.5C; percent above DMSO median, 100 means doubled;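 active = every valid replicate shows activation above 250% relative to neutral control wells; inactive = the rest, any valid replicate at or below 250%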;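 also: OY570 slx delta 5 strain wells were the positive control but not used for scaling; some compounds called inactive have numbers as strong as hits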
dFosB act – mouse delta FosB homodimer activation; AID 493131; P13346; activation, % at 25 µM; purified delta FosB, TAMRA-CDK5 oligo fluorescence polarization; percent of positive-control signal above neutral wells; 340,000 tested, 0.99% active;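 active = mean activation above about 17%, with every replicate also reaching it, limit read from the data, passing the limit was not always enough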;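 also: fluorescence polarization rise as delta FosB binds a TAMRA Cdk5 AP-1 oligo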
Target sequence (P13346 whole entry, looked up): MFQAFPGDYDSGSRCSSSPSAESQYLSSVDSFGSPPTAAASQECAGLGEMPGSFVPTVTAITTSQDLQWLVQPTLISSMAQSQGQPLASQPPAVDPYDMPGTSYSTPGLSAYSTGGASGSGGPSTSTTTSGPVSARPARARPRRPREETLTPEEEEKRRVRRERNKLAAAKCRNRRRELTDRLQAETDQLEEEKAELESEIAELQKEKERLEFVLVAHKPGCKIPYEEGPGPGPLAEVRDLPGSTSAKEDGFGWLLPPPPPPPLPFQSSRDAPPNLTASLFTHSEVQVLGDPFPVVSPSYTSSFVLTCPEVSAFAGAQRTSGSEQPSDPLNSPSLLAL
Rtt109 HAT inh – C. albicans Rtt109 histone acetyltransferase inhibition; Q5AAJ8; purified Rtt109/Vps75, ThioGlo CoA-SH fluorescence, 4 h; inhibition, % at 34.9 µM; 330,000 tested, 0.16% active; AID 540336;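 active = inhibition of at least 50% in every replicate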
Target sequence (Q5AAJ8 whole entry, looked up): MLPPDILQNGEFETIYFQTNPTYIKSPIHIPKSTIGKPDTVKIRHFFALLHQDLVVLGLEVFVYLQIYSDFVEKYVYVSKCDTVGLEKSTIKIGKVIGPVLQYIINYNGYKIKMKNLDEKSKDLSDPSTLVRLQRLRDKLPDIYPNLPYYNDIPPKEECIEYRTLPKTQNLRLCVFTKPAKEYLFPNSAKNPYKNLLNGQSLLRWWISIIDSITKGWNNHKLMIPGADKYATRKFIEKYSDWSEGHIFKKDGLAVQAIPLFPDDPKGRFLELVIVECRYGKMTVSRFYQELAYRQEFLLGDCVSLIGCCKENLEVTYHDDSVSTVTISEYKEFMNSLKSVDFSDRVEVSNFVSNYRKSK
CDK5 p35 inh – CDK5/p35 (human) kinase inhibition; Recombinant CDK5/p35, ADP-Glo luminescence, 60 min; inhibition, % at 10 µM; 330,000 tested, 0.01% active; Q00535+Q15078;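 active = highest replicate inhibition of at least 50% and at least 75% of replicates reaching 50%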;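 also: plate controls were DMSO neutral control for no effect and GW8510 at 10 µM for full effect; many of its hits are not listed in these tables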
Active calls of the source: *.

Screening COc1ccc(OC)c(NC(=O)C2CC(=O)N(CCc3ccc(F)cc3)C2)c1 (configuration not stated) returned PvdQ inh -7, RTF Ca sens inh 5, cardiac RTF act -3, Keap1-Nrf2 PPI -7, PfHsp90 set2 1, C-LANA FP 0.0, NSD2 HMT inh 6, dFosB act 0, Rtt109 HAT inh -9 and CDK5 p35 inh 1.1.
For COc1ccc(NC(=O)COC(=O)c2c(C)noc2C)c(OC)c1 the results were PvdQ inh -11, RTF Ca sens inh -17, cardiac RTF act -7, Keap1-Nrf2 PPI -3, PfHsp90 set2 -13, C-LANA FP -1.9, NSD2 HMT inh -3, SUMO Mot1 rescue 3, dFosB act -8, Rtt109 HAT inh -1 and CDK5 p35 inh 0.2.
For COC(=O)Cc1c(C)c2ccc(OCC(C)=O)c(C)c2oc1=O the results were PvdQ inh -8, RTF Ca sens inh -1, cardiac RTF act 1, Keap1-Nrf2 PPI 0, PfHsp90 set2 -25, C-LANA FP -0.9, NSD2 HMT inh -1, SUMO Mot1 rescue -1, dFosB act 1, Rtt109 HAT inh -8 and CDK5 p35 inh -3.1.
Screening CCO[C@H]1OC(C(=O)NCc2nc3ccccc3[nH]2)=C[C@@H](c2csc3ccccc23)[C@@H]1CCCO returned PvdQ inh 1, RTF Ca sens inh 4, cardiac RTF act -11, Keap1-Nrf2 PPI 3, PfHsp90 set2 -14, C-LANA FP 0.9, SUMO Mot1 rescue -11, dFosB act -5, Rtt109 HAT inh 1 and CDK5 p35 inh -0.2.
`CC(/C=N/NC(=O)Cc1cccn1C)=C\c1ccco1` gave PvdQ inh -6, RTF Ca sens inh -10, cardiac RTF act 0, Keap1-Nrf2 PPI -1, C-LANA FP -0.4, NSD2 HMT inh 24, SUMO Mot1 rescue -4, dFosB act -12, Rtt109 HAT inh -13 and CDK5 p35 inh 0.3.
For Cc1c(CN2CCCC(C(=O)Nc3cccc(-n4cccn4)c3)C2)cnn1C (configuration not stated) the results were PvdQ inh -6, RTF Ca sens inh 7, cardiac RTF act 3, Keap1-Nrf2 PPI -3, PfHsp90 set2 39, C-LANA FP -0.8, NSD2 HMT inh 14, SUMO Mot1 rescue 1, dFosB act -9, Rtt109 HAT inh 9 and CDK5 p35 inh -1.7.
O=C1CCC(=O)N1c1ccccc1OS(=O)(=O)c1ccccc1 was read as PvdQ inh -2, RTF Ca sens inh -9, cardiac RTF act -3, Keap1-Nrf2 PPI -7, PfHsp90 set2 8, C-LANA FP -0.1, NSD2 HMT inh -6, SUMO Mot1 rescue 3, dFosB act -4, Rtt109 HAT inh -2 and CDK5 p35 inh 0.6.
Screening Cc1c(Cc2ccc3c(c2)OCO3)sc(NC(=O)c2ccccc2)c1C(N)=O returned PvdQ inh 5, RTF Ca sens inh -2, cardiac RTF act 0, Keap1-Nrf2 PPI -3, PfHsp90 set2 -7, C-LANA FP 0.6, SUMO Mot1 rescue 81, dFosB act 39*, Rtt109 HAT inh -8 and CDK5 p35 inh 0.1.
Screening C/C(=N/NC(=O)c1cccc(N2CCCC2=O)c1)c1ccc(Br)cc1 returned PvdQ inh -14, RTF Ca sens inh -10, cardiac RTF act -4, Keap1-Nrf2 PPI -3, PfHsp90 set2 11, C-LANA FP -0.2, NSD2 HMT inh 46, SUMO Mot1 rescue -4, dFosB act -4, Rtt109 HAT inh -1 and CDK5 p35 inh 1.7.
Cc1cc(Oc2ccc(=O)[nH]n2)nc(Cl)n1 was read as PvdQ inh -8, RTF Ca sens inh -19, cardiac RTF act 0, Keap1-Nrf2 PPI -3, PfHsp90 set2 0, C-LANA FP -0.5, NSD2 HMT inh -12, SUMO Mot1 rescue 0, dFosB act -4, Rtt109 HAT inh 6 and CDK5 p35 inh 0.2.
Screening NC(=S)N/N=C/c1ccc(-c2cc(Cl)ccc2Cl)o1 returned PvdQ inh 5, RTF Ca sens inh -1, cardiac RTF act -7, Keap1-Nrf2 PPI 2, PfHsp90 set2 -106, C-LANA FP -0.2, NSD2 HMT inh 4, SUMO Mot1 rescue 58, dFosB act -11, Rtt109 HAT inh -1 and CDK5 p35 inh 5.2.
`CCOC(=O)N1CCN(C(=O)c2ccc3c(SCC(=O)O)c4c(nc3c2)CCCC4)CC1` gave PvdQ inh 4, RTF Ca sens inh -8, cardiac RTF act 10, Keap1-Nrf2 PPI -16, PfHsp90 set2 14, C-LANA FP 2.9, SUMO Mot1 rescue 145, dFosB act -7, Rtt109 HAT inh 10 and CDK5 p35 inh -0.9.
Screening CC(=O)OCCOc1nc(N(C)C)nc(N(C)C)n1 returned PvdQ inh 4, RTF Ca sens inh -8, cardiac RTF act -6, Keap1-Nrf2 PPI -3, C-LANA FP 1.2, NSD2 HMT inh 0, SUMO Mot1 rescue -1, dFosB act 0 and CDK5 p35 inh -0.2.
For CCOCCCNC(=O)c1cccs1 the results were PvdQ inh 1, RTF Ca sens inh 3, cardiac RTF act 6, Keap1-Nrf2 PPI -4, PfHsp90 set2 33, C-LANA FP 5.3, NSD2 HMT inh 0, SUMO Mot1 rescue -15, dFosB act -3, Rtt109 HAT inh 3 and CDK5 p35 inh 1.0.
`CC1=C(C(=O)OC(C)C)C(c2cncc(-c3ccc(F)cc3)c2)C(C#N)=C(N)O1` (configuration not stated) gave PvdQ inh -4, RTF Ca sens inh -13, cardiac RTF act 5, Keap1-Nrf2 PPI -4, PfHsp90 set2 1, C-LANA FP -1.2, NSD2 HMT inh 27, SUMO Mot1 rescue -4, dFosB act -21, Rtt109 HAT inh -2 and CDK5 p35 inh 0.7.
CCCCC(=O)NC(=S)NNC(=O)CCc1ccccc1 was read as PvdQ inh 0, RTF Ca sens inh 10, cardiac RTF act -1, Keap1-Nrf2 PPI -3, PfHsp90 set2 -1, C-LANA FP -0.8, SUMO Mot1 rescue 0, dFosB act -10, Rtt109 HAT inh -7 and CDK5 p35 inh -0.6.
Screening O=C(Nc1ccc(-c2nc3cccnc3s2)cc1)C1CCCO1 (configuration not stated) returned PvdQ inh -18, RTF Ca sens inh -4, cardiac RTF act -1, Keap1-Nrf2 PPI -5, PfHsp90 set2 28, C-LANA FP -1.4, SUMO Mot1 rescue -38, dFosB act -33, Rtt109 HAT inh 6 and CDK5 p35 inh 12.
COc1ccc(CCNS(=O)(=O)c2ccc(C(=O)NCc3ccco3)cc2)cc1OC was read as PvdQ inh -19, RTF Ca sens inh -2, cardiac RTF act -4, Keap1-Nrf2 PPI -3, PfHsp90 set2 13, C-LANA FP 1.5, NSD2 HMT inh -2, SUMO Mot1 rescue -1, dFosB act 2, Rtt109 HAT inh 19 and CDK5 p35 inh 1.2.
Screening C=C1c2nc3ccccc3n2C=C(c2ccc(C)cc2)N1c1ccccc1 returned PvdQ inh 21, RTF Ca sens inh 7, cardiac RTF act -2, Keap1-Nrf2 PPI 3, PfHsp90 set2 -28, C-LANA FP -1.6, NSD2 HMT inh -2, dFosB act -4, Rtt109 HAT inh 0 and CDK5 p35 inh 1.4.
For COc1ccccc1N1CCN(c2nc(-c3ccccc3)cc(C(F)(F)F)n2)CC1 the results were PvdQ inh 7, RTF Ca sens inh 10, cardiac RTF act 1, Keap1-Nrf2 PPI -1, PfHsp90 set2 3, C-LANA FP -1.3, NSD2 HMT inh 4, SUMO Mot1 rescue -12, dFosB act -8, Rtt109 HAT inh -5 and CDK5 p35 inh -1.4.
For CCS(=O)(=O)N1CCC(NC(=O)C(Cc2ccc(OC)c(OC)c2)NC(C)=O)CC1 (configuration not stated) the results were PvdQ inh -12, RTF Ca sens inh -5, cardiac RTF act 11, Keap1-Nrf2 PPI -9, PfHsp90 set2 8, C-LANA FP -1.8, NSD2 HMT inh -3, SUMO Mot1 rescue 13, dFosB act -5, Rtt109 HAT inh 5 and CDK5 p35 inh -0.1.
`NC(=O)c1nsc(C(=O)N(CC(=O)NCc2ccccc2)c2cccc(F)c2)c1N` gave PvdQ inh 6, RTF Ca sens inh 6, cardiac RTF act 7, Keap1-Nrf2 PPI -6, PfHsp90 set2 -4, C-LANA FP -0.1, NSD2 HMT inh 4, SUMO Mot1 rescue 8, dFosB act -8, Rtt109 HAT inh 0 and CDK5 p35 inh -0.2.
For Cc1cc(C)cc(OCC(=O)Nc2ccc(CN3CCCCC3)cc2)c1 the results were PvdQ inh 3, RTF Ca sens inh -2, cardiac RTF act 4, Keap1-Nrf2 PPI 1, C-LANA FP 1.0, SUMO Mot1 rescue 0, dFosB act -6, Rtt109 HAT inh 3 and CDK5 p35 inh -0.4.
CC(C)(c1ccccc1)c1ccc(OCCN2CCOCC2)cc1 was read as PvdQ inh -3, RTF Ca sens inh -4, cardiac RTF act -6, Keap1-Nrf2 PPI -1, PfHsp90 set2 15, C-LANA FP 0.1, NSD2 HMT inh 8, SUMO Mot1 rescue 444*, dFosB act -7, Rtt109 HAT inh 3 and CDK5 p35 inh -2.2.
Screening CC(NC(=O)c1ccccc1Cl)c1nnc(SCC(=O)Nc2ccc(C(=O)O)cc2)n1C (configuration not stated) returned PvdQ inh -4, RTF Ca sens inh -2, cardiac RTF act -2, Keap1-Nrf2 PPI 5, PfHsp90 set2 4, C-LANA FP 0.3, NSD2 HMT inh 3, SUMO Mot1 rescue -24, dFosB act -7, Rtt109 HAT inh 4 and CDK5 p35 inh 0.9.
Cc1[nH]c(-c2ccccn2)nc(=S)c1Cl was read as PvdQ inh -4, RTF Ca sens inh -5, cardiac RTF act 3, Keap1-Nrf2 PPI 2, PfHsp90 set2 -34, C-LANA FP -0.1, NSD2 HMT inh -14, SUMO Mot1 rescue 2, dFosB act 3, Rtt109 HAT inh 21 and CDK5 p35 inh 2.8.
CCCNS(=O)(=O)c1ccc(CCC(=O)N2CCN(CC)CC2)cc1 was read as PvdQ inh 11, RTF Ca sens inh -8, cardiac RTF act 3, Keap1-Nrf2 PPI 1, PfHsp90 set2 1, C-LANA FP -0.8, NSD2 HMT inh -1, SUMO Mot1 rescue 172, dFosB act 2, Rtt109 HAT inh -4 and CDK5 p35 inh 4.3.
`CCOc1ccccc1NC(=O)C1COc2ccccc2O1` (configuration not stated) gave PvdQ inh 18, RTF Ca sens inh -2, cardiac RTF act 2, Keap1-Nrf2 PPI -5, PfHsp90 set2 -15, C-LANA FP -4.0, NSD2 HMT inh -1, SUMO Mot1 rescue -4, dFosB act -8, Rtt109 HAT inh -4 and CDK5 p35 inh -0.5.
`O=C(CCCCCn1nnc2ccccc2c1=O)Nc1ccccc1F` gave PvdQ inh -14, RTF Ca sens inh -4, cardiac RTF act -1, Keap1-Nrf2 PPI -4, PfHsp90 set2 -22, C-LANA FP 0.4, NSD2 HMT inh 4, SUMO Mot1 rescue 57, dFosB act -5, Rtt109 HAT inh -6 and CDK5 p35 inh 2.0.
